# High-throughput results (PubChem BioAssay)
# Ecoli viability = E. coli V3065 growth inhibition, primary screen, counter-screen for AddAB inhibitor project, absorbance, OD600; 18 h; inhibition, % at 11.9 µM; actives 0.27% (n = 330,000);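 active = inhibition above the campaign's mean inhibition across all tested compounds plus 3 SD, cut at about 9.9% in these data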;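 also: uninfected addAB+ strain grown without phage in ampicillin broth; 0% = DMSO wells and 100% = ciprofloxacin 0.95 µg/ml wells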
# Tat export inh = E. coli Tat export inhibitors, primary screen, MC4100, TorA-mCherry reporter, fluorescence, single point | inhibition, % at 10 µM | actives 0.036% (n = 340,000);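 active = mean replicate inhibition at least 50% and at least half of replicates individually reaching 50%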;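 also: exported cargo escapes ClpAP degradation while cytoplasmic cargo is degraded and loses fluorescence; 0% = median of neutral control wells and 100% = median of NaSCN control wells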
# HTR5A inv ag = HTR5A inverse agonists in luminescence cell assay, primary screen, counter-screen for OPRM1-OPRD1 heterodimer inverse agonist project, full-deck HTS. HTR5A cell line, inverse agonism. actives 0.083% (n = 340,000). 5-hydroxytryptamine receptor 5A (Homo sapiens), P47898. inhibition, % at 9.3 µM; in the data active = inhibition mostly above about 23%, no sharp cut-off; inactive = mostly below about 18%;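 also: 0% = cells with DMSO and 100% = no-cell wells with DMSO; some compounds called inactive have numbers as strong as hits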
# PKA-R2B activ = activators of PKA-R2B holoenzyme, primary screen, biochemical, fluorescence polarization, Cy5-IP20, human; cAMP-dependent protein kinase catalytic subunit beta (Homo sapiens) + cAMP-dependent …; PKA-R2B holoenzyme dissociation; R2B truncated from residue 108, S112A mutant; 0% DMSO only, 100% 113 µM cGMP; activation, % at 11.4 µM; actives 0.079% (n = 340,000); AID 504700, 2011;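 active = activation above a cutoff set at the mean over all compounds plus 3 SD, cut at about 18% in these data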;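 also: higher means more holoenzyme dissociation and a rise in polarization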
# Target sequence (P31323 whole entry, looked up, other chains not shown, the tested form may be a part): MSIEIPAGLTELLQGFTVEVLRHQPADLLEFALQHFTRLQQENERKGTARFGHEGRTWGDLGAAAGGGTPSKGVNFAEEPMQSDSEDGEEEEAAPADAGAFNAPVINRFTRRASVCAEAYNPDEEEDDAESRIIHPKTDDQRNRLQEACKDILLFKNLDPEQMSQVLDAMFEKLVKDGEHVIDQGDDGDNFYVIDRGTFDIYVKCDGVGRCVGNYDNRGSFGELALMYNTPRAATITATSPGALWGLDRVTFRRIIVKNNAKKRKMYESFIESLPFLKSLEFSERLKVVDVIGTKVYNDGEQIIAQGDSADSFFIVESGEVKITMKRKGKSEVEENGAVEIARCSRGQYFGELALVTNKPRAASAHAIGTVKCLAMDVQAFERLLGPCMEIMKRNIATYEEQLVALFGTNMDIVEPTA
# CDK5 p35 inh = inhibitors of human CDK5/p35 kinase, primary screen, biochemical, single concentration; inhibition, % at 10 µM; Recombinant CDK5/p35, ADP-Glo luminescence, 60 min; Cyclin-dependent kinase 5 (Homo sapiens) + Cyclin-dependent kinase 5 activator 1 (Homo …; actives 0.01% (n = 330,000);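 active = highest replicate inhibition of at least 50% and at least 75% of replicates reaching 50%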;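 also: plate controls were DMSO neutral control for no effect and GW8510 at 10 µM for full effect; many of its hits are not listed in these tables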
# HTR5A ag ctr = HTR5A agonists in luminescence cell assay, primary screen, counter-screen for OPRM1-OPRD1 heterodimer agonist project, full-deck HTS; 5-hydroxytryptamine receptor 5A (Homo sapiens), P47898; cell-based; activation, % at 9.3 µM; actives 0.61% (n = 340,000); in the data active = activation mostly above about 9.5%, no sharp cut-off; inactive = mostly below about 7.6%;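 also: 0% = cells with vehicle only and 100% = reference agonist; strong numbers were not always called active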
# AddAB inh = growth inhibition of E. coli expressing H. pylori AddAB, primary screen, AddAB inhibitor project, absorbance. AID 435030, 2010. actives 0.29% (n = 330,000). inhibition, % at 11.9 µM; in the data active = inhibition above about 12%;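 also: 0% = vehicle wells of infected cells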
# SUMO Mot1 rescue = yeast Mot1-301 growth rescue at high temperature, primary screen, SUMOylation pathway inhibitor project, S. cerevisiae, ATP luminescence, 38.5C. S. cerevisiae Mot1-301 growth rescue; percent above DMSO median, 100 means doubled. growth rescue, % at 18.8 µM. actives 1% (n = 320,000). AID 2716, 2010;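 active = every valid replicate shows activation above 250% relative to neutral control wells; inactive = the rest, any valid replicate at or below 250%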;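 also: OY570 slx delta 5 strain wells were the positive control but not used for scaling; some compounds called inactive have numbers as strong as hits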
# DAGLB inh = DAGLB lipase inhibitors, primary screen, biochemical, fluorescence, HTS. AID 504411, 2011. HEK293T DAGLB membrane lysate, EnzChek fluorogenic substrate. actives 0.059% (n = 340,000). Diacylglycerol lipase-beta (Homo sapiens), Q8NCG7. inhibition, % at 5.17 µM; in the data active = inhibition above about 34%;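 also: 0% = enzyme with vehicle and 100% = wells lacking enzyme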
# Target sequence (Q8NCG7 whole entry, looked up): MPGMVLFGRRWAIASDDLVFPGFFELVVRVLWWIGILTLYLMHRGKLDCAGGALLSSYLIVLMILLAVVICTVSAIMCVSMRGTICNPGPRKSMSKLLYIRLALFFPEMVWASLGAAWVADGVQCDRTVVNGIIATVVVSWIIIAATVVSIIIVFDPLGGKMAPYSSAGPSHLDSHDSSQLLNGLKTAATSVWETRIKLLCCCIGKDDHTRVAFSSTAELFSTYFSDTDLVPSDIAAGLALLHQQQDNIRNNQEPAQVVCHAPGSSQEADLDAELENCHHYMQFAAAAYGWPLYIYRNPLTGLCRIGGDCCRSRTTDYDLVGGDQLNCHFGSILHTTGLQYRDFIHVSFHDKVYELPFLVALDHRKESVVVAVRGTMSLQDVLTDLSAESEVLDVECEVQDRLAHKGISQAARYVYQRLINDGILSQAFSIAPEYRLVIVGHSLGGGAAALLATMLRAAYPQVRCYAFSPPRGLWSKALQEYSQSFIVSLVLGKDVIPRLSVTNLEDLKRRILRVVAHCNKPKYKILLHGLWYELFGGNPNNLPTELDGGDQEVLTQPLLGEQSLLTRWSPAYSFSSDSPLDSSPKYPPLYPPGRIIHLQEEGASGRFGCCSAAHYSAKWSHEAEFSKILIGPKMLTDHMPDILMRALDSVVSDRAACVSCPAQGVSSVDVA
# PKA-R1A act = activators of PKA-R1A holoenzyme, primary screen, biochemical, fluorescence polarization, Cy5-IP20, bovine R1A, mouse PKAc. AID 504707, 2011. activation, % at 11.4 µM. actives 0.083% (n = 340,000). cAMP-dependent protein kinase type I-alpha regulatory subunit (Bos taurus) + …. PKA-R1A dissociation; scaled: DMSO 0%, 113 µM cGMP 100%;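 active = percent activation above the mean of all tested compounds plus 3 SD, cut at about 19% in these data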;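 also: higher means more PKAc released from R1A so a rise in polarization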
# phage Ecoli inh = growth loss of phage-infected E. coli, primary screen, RecBCD inhibitor project, absorbance, with phage, HTS | actives 0.26% (n = 360,000) | inhibition, % at 11.9 µM; in the data active = inhibition above about 11%
# * = called active by the depositor; / = not tested or not shown. Not a hit list; 2.3% or so of the library scored in one or more.
SMILES,Ecoli viability,Tat export inh,HTR5A inv ag,PKA-R2B activ,CDK5 p35 inh,HTR5A ag ctr,AddAB inh,SUMO Mot1 rescue,DAGLB inh,PKA-R1A act,phage Ecoli inh
CCCCn1c(NS(=O)(=O)c2ccc(C)cc2)c(S(=O)(=O)c2ccccc2)c2nc3ccccc3nc21,3.0,-4,-9,-2,-1.9,1,5.6,8,-16,9,0.3
CCc1ccccc1NC(=O)c1ccc2c(c1)CCN2S(C)(=O)=O,-1.5,-9,-7,-7,0.3,3,1.7,-14,1,5,4.3
NS(=O)(=O)c1cccc(NC(=O)CSc2nc3ccccc3c(=O)n2Cc2ccco2)c1,1.6,4,-4,3,1.2,1,-0.7,-1,-1,-1,2.1
CCN1CCCC1CNC(=O)c1ccc2c(c1)N(Cc1ccccc1F)C(=O)c1ccccc1S2(=O)=O (stereo unspecified),1.0,-4,9,-7,-1.0,-2,1.6,/,-1,7,1.1
COc1ccc(C(=O)NC(C)CCc2ccccc2)c(OC)c1 (stereo unspecified),-1.6,-2,-11,7,-3.0,3,-2.1,-11,-8,-20,0.4
COc1ccc(C(O)C(CN2CCOCC2)c2ccccc2)cc1 (stereo unspecified),0.5,3,-7,6,1.7,0,3.4,80,0,0,4.4
Cc1cccc(CSCCNC(=O)CSCc2ccc([N+](=O)[O-])cc2)c1,-2.8,2,13,-5,-0.3,-4,-1.7,11,-2,12,4.5
COC(=O)c1cc(-c2ccc(Cl)cc2)n[nH]1,2.3,15,-24,-4,-0.8,0,1.4,-6,-2,-12,5.2
C=CCN(Cc1cccc(OC)c1OC)C(=O)Oc1ccccc1,-0.9,1,3,3,0.3,-1,0.8,-22,-8,-6,-0.4
CC(NC(=O)C1CCN(S(=O)(=O)c2ccc3nc4c(c(C(=O)O)c3c2)CCCC4)CC1)c1ccccc1 (stereo unspecified),-1.9,2,-4,-8,1.5,1,1.3,0,1,-8,2.2
CC1CCC/C(=N/Nc2ccc([N+](=O)[O-])cc2[N+](=O)[O-])C1 (stereo unspecified),4.0,4,-19,2,-1.0,2,3.6,0,-1,-10,2.1
O=C(NCc1ccccc1F)c1ccc2c(c1)OCCO2,3.2,-4,-6,-1,-0.2,2,2.1,-9,1,-11,2.0
CCCc1nc2cc(CC(=O)OC)ccc2o1,0.2,-16,-13,4,0.6,4,4.3,12,-5,7,2.2
COC(=O)c1oc2ccccc2c1NC(=O)/C=C/C(=O)O,-1.5,-3,4,-3,-0.1,-1,-1.9,-21,2,11,5.0
Cc1ccc(-c2nc3cc(C)ccc3o2)cc1,1.4,3,-22,-6,0.6,-4,1.3,-14,-6,-9,2.6
O=C(CSc1nc2c(cnn2-c2cccc(Cl)c2)c(=O)[nH]1)NCCC1=CCCCC1,0.5,2,-13,-4,0.2,-1,1.8,-9,-1,-4,0.8
C#CCOCCOCCOCCNc1nc(N2CCN(C(=O)Cn3cc(CC(C)O)nn3)CC2)nc(N2CCN(C(=O)Cn3cc(CC(C)O)nn3)CC2)n1 (stereo unspecified),0.9,-8,-22,-1,-1.5,1,-0.3,-15,1,2,-2.8
O=C(COc1ccc(S(=O)(=O)N2CCCCC2)cc1)NCc1ccncc1,1.7,-3,15,1,-0.5,-4,2.9,9,-3,-7,2.1
O=C(NC(=S)N1CCOCC1)C12CC3CCC(CC(C3)C1)C2,1.3,-10,-10,1,/,-4,0.0,-3,1,6,3.6
Cc1cc(-c2cc(C(=O)NC3CCCC3)on2)nc(NC2CCCC2)n1,-1.1,-19,1,-5,0.2,0,-0.5,-2,0,-4,3.3
COc1ccc(OC)c(C2C(C#N)=C(N)Oc3c2c(C)nn3-c2cccc(Cl)c2)c1 (stereo unspecified),1.4,-3,0,5,-5.6,1,1.9,8,7,-12,0.4
CCCCn1c(N)c(N(CCOC)C(=O)c2cc(Cl)nc3ccccc23)c(=O)[nH]c1=O,-0.7,-5,-10,-12,-2.1,3,-1.0,-7,4,1,3.6
Cc1nn(Cc2ccc(Cl)cc2)c(C)c1NC(=O)CSc1n[nH]c(C)c1[N+](=O)[O-],0.7,-3,9,-14,-0.7,-1,-0.2,43,2,-12,1.5
O=C(CN1C(=O)C2(OCCO2)c2ccccc21)c1ccc(Cl)cc1,3.2,7,-35,-3,-1.6,-1,0.9,2,-2,7,4.3

# Laid out differently: results already given.
Molecule	Ecoli viability	Tat export inh	HTR5A inv ag	PKA-R2B activ	CDK5 p35 inh	HTR5A ag ctr	AddAB inh	SUMO Mot1 rescue	DAGLB inh	PKA-R1A act	phage Ecoli inh
COc1ccc(OC)c(C2C(C#N)=C(N)Oc3c2c(C)nn3-c2cccc(Cl)c2)c1 (stereo unspecified)	1.4	-3	0	5	-5.6	1	1.9	8	7	-12	0.4
CCCCn1c(N)c(N(CCOC)C(=O)c2cc(Cl)nc3ccccc23)c(=O)[nH]c1=O	-0.7	-5	-10	-12	-2.1	3	-1.0	-7	4	1	3.6

# The results go on.
SMILES,Ecoli viability,Tat export inh,HTR5A inv ag,PKA-R2B activ,CDK5 p35 inh,HTR5A ag ctr,AddAB inh,SUMO Mot1 rescue,DAGLB inh,PKA-R1A act,phage Ecoli inh
Cc1ccccc1C(=O)Nc1c(-c2cccs2)c(=O)c2ccccc2n1C,-1.6,0,18,12,-0.5,4,-1.6,10,-1,4,0.7
O=C(O)c1ccc(N/N=C/c2cc3c(cc2[N+](=O)[O-])OCO3)cc1,-1.4,3,7,5,1.1,-2,0.3,-13,15,-2,-0.8
O=C1OCCC1S(=O)(=O)c1ccc2ccccc2c1 (stereo unspecified),1.3,-8,-8,-12,0.6,-4,3.1,-4,-3,3,1.4
O=C(Nc1ccccc1)/C(=C/c1ccc([N+](=O)[O-])cc1)NC(=O)c1ccccc1,0.1,5,11,-8,-2.1,3,0.5,8,5,3,1.3
Cc1ccc(Cl)cc1NC(=S)N(C)N,2.6,-7,-6,1,1.4,2,2.6,-11,-4,3,0.1
CCc1nn(CC(=O)NCc2ccccc2Cl)c(=O)c2cccn12,-1.2,4,12,-5,0.2,0,3.4,3,0,2,1.3
O=C(NCc1ccc(F)cc1)C(c1ccc(F)cc1)N(C(=O)c1csnn1)C1CC1 (stereo unspecified),-2.3,-3,-4,-5,0.6,1,1.6,10,1,-3,-2.7
O=C(NCC1CCCO1)c1cc(-c2ccccc2)on1 (stereo unspecified),2.1,3,-19,3,0.3,7,1.6,67,-1,6,1.3
CCCCOC(=O)C1=C(C)NC(=O)NC1c1cc2c(cc1Br)OCO2 (stereo unspecified),-0.5,-3,-11,8,0.6,3,4.0,-5,2,-16,1.0
CC12C=CC(=O)C=C1CCC1C2C(=O)CC2(C)C1CCC2(O)C(=O)CO (stereo unspecified),/,-14,-12,5,0.3,3,/,/,0,-7,-0.1
CCN(c1ccccc1)S(=O)(=O)c1ccc(C(=O)NCC2(N(C)C)CCCCC2)cc1,-2.8,-1,0,-6,-1.1,-2,-0.5,-5,-1,2,3.9
Cc1cc2c(c(=O)n1CCCn1ccnc1)C(c1ccco1)C(C#N)=C(N)O2 (stereo unspecified),-1.7,0,-3,-15,1.4,2,0.5,13,3,8,2.6
CCCCCN(C(=O)NC(=O)NC(C)CC)S(C)(=O)=O (stereo unspecified),0.6,-9,1,-10,-12,0,1.1,-5,0,3,2.8
COCCn1c(C)cc(C(=O)COC(=O)CCS(=O)(=O)c2ccc(C)cc2)c1C,-1.6,2,-11,-8,0.5,4,0.7,16,2,-14,-1.0
Cc1cc(C)n(-c2ccc(F)cc2CN2CCN(Cc3ccccc3)C(CCO)C2)n1 (stereo unspecified),-3.0,1,-3,-12,2.0,-3,-0.7,-11,-2,0,-2.1
Cc1ccc2c(c1)C1CN(C)CCC1N2C(=O)c1ccc(Cl)c(S(=O)(=O)N2CCOCC2)c1 (stereo unspecified),1.0,23,/,4,-1.9,/,4.7,-4,2,-5,1.9
CN(Cc1ccccc1)C(=O)COC(=O)COc1ccc(C#N)cc1,-1.7,-4,3,0,1.7,-1,0.3,3,0,1,0.2
COC(=O)c1cc(S(=O)(=O)NCC2CCN(CCc3cccs3)CC2)cn1C,-0.7,5,41*,4,0.0,0,2.2,72,-6,1,4.6
Cc1nn(CCc2n[nH]c(=S)n2-c2cccc(Cl)c2)c(C)c1[N+](=O)[O-],-1.7,-4,-5,-4,-0.4,3,1.6,-10,-2,-1,2.6
CCC(=O)Nc1ccc2c(c1)nc(CCNC(=O)c1ccco1)n2C,-0.3,-4,11,-6,-0.8,-4,3.4,-7,0,-13,1.9
Cc1ccc(-c2nc3ccccc3o2)cc1NC(=O)Cc1cccs1,1.7,-9,0,7,0.4,0,1.8,-14,-5,-6,2.5
Cc1cccc(N(C)S(=O)(=O)c2cccc3nsnc23)c1,-1.6,0,-1,2,0.1,6,14*,-8,-3,13,3.1
CCCc1cc(=O)oc2cc(OCC(=O)NCCCN3CCOCC3)c(Cl)cc12,0.9,2,-17,4,0.4,5,2.2,-11,-1,-4,-0.3
CC(=O)c1c(C)[nH]c(C(=O)OCc2ccc(Br)cc2)c1C,-1.3,-4,-14,-6,0.7,5,2.2,-21,-4,1,5.2
CC(=O)N1c2ccc(S(=O)(=O)NCC3CCC(C(=O)Nc4ncccc4C)CC3)cc2CC1C (stereo unspecified),0.6,-1,12,1,1.9,1,4.2,4,-1,-7,-2.4
COCCN1CN(S(=O)(=O)c2ccccc2)c2nc3ccccc3nc21,1.4,0,10,4,-1.7,-3,0.8,-8,-5,-9,2.0
CC(C)CSc1ncnc2c1oc1nc3c(cc12)COC(C)(C)C3,-1.1,-1,12,-10,-0.5,7,-0.1,-4,-3,1,1.8
N#C/C(=C/c1ccc(O)c(O)c1)c1nc2ccccc2[nH]1,0.8,4,7,4,1.4,-2,-0.3,-3,18,3,-0.1
Cc1ccc(-n2nnnc2-c2cnn(-c3cccc(F)c3)c2C(F)(F)F)cc1,2.4,5,1,-3,-0.5,2,-1.1,-8,-10,-5,2.3
CN(CCOc1ccccc1)C(=O)CCc1nc2sc3c(c2c(=O)[nH]1)CCCC3,0.9,5,-11,-3,-0.9,5,-1.0,7,8,3,0.1
CCn1c(SCC(N)=O)nc2cc(S(=O)(=O)N3CCOCC3)ccc21,1.1,-2,-11,-8,-1.3,4,-0.2,1,1,-2,1.2
COc1cccc(NC(=S)Nc2ccc(F)cc2)c1,0.0,12,-14,2,1.5,4,1.2,0,-1,-7,3.9
Cc1ccc(CNC(=O)CCn2cc(-c3ccc(C)cc3)nc2-c2ccncc2)cc1,-3.9,12,-1,-3,-4.1,-5,2.8,-6,1,2,1.0
